# Compound activity as filed in PubChem.
# ELG1 repair inh: inhibitors of ELG1-dependent DNA repair in HEK293T cells | hit rate 2.3% among 330,000 | Potency, µM (highest dose often 46.1 µM), inactives show top-dose activity change, negative = inhibition, hits mostly inhibitors | HEK293T ELG1-luciferase reporter, luminescence, 16 h; DNA damage induced by 5-fluorouridine; further: potency means the concentration at half of the fitted maximal effect; on the % scale 0 is the no-effect control and ±100 the full control effect; nearly all actives have a fitted effect of over 55% in size
#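 Quantitative HTS, concentration-response format. 2,000 cells/well co-treated with 5-fluorouridine and compound, 16 hr in 5% CO2 at 37 °C; ONE-Glo luminescence read after 30 min.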
# Mito fusion yeast: inhibitors of mitochondrial division or activators of mitochondrial fusion | Potency, µM (series often up to 46.1 µM), inactives show top-dose growth rescue (activation), hits mostly activators | S. cerevisiae fusion-defective mutant growth rescue, CellTiterGlo 48 h | hit rate 0.23% among 320,000;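 further: potency means the concentration at half of the fitted maximal effect; % of control where 0% means no effect; nearly all actives have a fitted effect of over 45% in size; temperature-sensitive fusion mutants such as fzo1-1 at 37 °C on non-fermentable ethanol glycerol medium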
#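 Luminescent cell viability in 1536-well qHTS format served as the measure of rescued growth in ts fusion-mutant S. cerevisiae cultured on non-fermentable YPEG for 48 hours at 37C.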
# Eya2 phos inh: Eya2 (human) phosphatase inhibition | O00167 | recombinant Eya2, OMFP fluorescence dephosphorylation (OMFP is methylfluorescein phosphate) | Potency, µM (titrated, usually from 76.9 µM), for the others: at the top dose activity, negative = inhibition, usual class: inhibitors | hit rate 0.006% among 330,000 | AID 488837; further: potency means the concentration at half of the fitted maximal effect; on the % scale 0 is the no-effect control and ±100 the full control effect
# Target sequence (O00167 whole entry, looked up): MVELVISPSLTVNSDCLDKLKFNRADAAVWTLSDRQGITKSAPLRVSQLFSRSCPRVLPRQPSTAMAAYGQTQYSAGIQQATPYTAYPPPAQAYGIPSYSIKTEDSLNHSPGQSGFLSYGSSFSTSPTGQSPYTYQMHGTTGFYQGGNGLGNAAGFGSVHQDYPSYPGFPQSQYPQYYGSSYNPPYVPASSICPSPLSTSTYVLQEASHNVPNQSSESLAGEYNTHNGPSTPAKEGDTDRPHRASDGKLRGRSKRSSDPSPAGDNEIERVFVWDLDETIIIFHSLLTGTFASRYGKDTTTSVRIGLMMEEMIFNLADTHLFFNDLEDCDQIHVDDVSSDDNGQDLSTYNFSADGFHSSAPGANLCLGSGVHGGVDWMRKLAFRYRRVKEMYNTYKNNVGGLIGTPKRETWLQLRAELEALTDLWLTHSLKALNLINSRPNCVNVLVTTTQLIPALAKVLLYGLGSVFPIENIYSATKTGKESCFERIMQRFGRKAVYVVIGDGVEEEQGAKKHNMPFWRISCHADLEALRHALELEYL
#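 Eya2 protein (added as 0.2 uM solution) was preincubated with compound for 10 min at ambient temperature in 50 mM HEPES pH 7.5, 50 mM NaCl, 5 uM MgCl2, 0.05% BSA, 1 mM DTT. OMFP (added at 50 uM) then reacted 10 min; fluorescence read at 485/525 nm.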
# TCR activator: T cell receptor activation; AID 504894; primary human leukocytes, anti-CD3, IL-2 HTRF, 48 h; Potency, µM (titrated, usually from 9.22 µM), for inactives: at the highest dose activation of IL-2 secretion, hits mostly activators; 330,000 tested, under 10 active; further: % of control where 0% means no effect
#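 1) Mix primary human leukocytes, a-CD3 beads and compound. 2) Incubate 48 hr. 3) Add HTRF IL-2 reagents (a-IL-2-K, a-IL-2-d2).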
# USP2a block: inhibitors of human ubiquitin-specific protease USP2a; Potency, µM (series often up to 38.3 µM), for the others: at the highest dose activity change, negative = inhibition, actives largely listed as inhibitors; AID 463254; hit rate 0.01% among 330,000; USP2 core, Ub-CHOP2 coupled fluorogenic reporter, 485/531; O75604;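 further: potency means the concentration at half of the fitted maximal effect; plate controls were DMSO wells for no effect and full inhibition by NEM control for full effect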
#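 USP2 core (10nM final) preincubated 30min RT with compound in 20mM Tris-HCl pH 8.0, 2mM CaCl2, 2mM beta-mercaptoethanol, 0.05% CHAPS; 25nM Ub-CHOP2 plus 25nM reporter substrate added, fluorescence (Ex485/Em531) read after 60min.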
# AT treatment: potential ataxia-telangiectasia treatment; Potency, µM (titrated, usually from 57.5 µM), for inactives: at the highest dose activation, actives largely listed as activators; hit rate 0.19% among 320,000; […] A-T fibroblasts, KAP-1 phosphorylation AlphaLISA; neocarzinostatin DNA damage 30 min before lysis; further: potency means the concentration at half of the fitted maximal effect; % of control where 0% means no effect; nearly all actives have a fitted effect of over 45% in size
#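 hTERT-immortalized A-T patient fibroblasts ([…]), 500 cells/well in OPTI-MEM, 1% FBS, got compounds for 60 min, then NCS for 30 min at 37C. Lysates were then assayed for phospho-KAP-1 by AlphaLISA (anti-pKAP1 donor, anti-KAP1 acceptor beads), 6 hr at 25C.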
# TSHR antagonist: antagonists of human thyroid stimulating hormone receptor; activity change, negative = inhibition, % at 11.5 µM; TSHR-expressing cells, TSH-stimulated cAMP HTRF, 2 h; hits give low values; hit rate 0.2% among 330,000; P16473;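 active means activity change below a set negative limit, meaning inhibition stronger than a set level, cut at about -70% in these data; inconclusive means activity change between two set negative limits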; further: on the % scale 0 is the no-effect control and ±100 the full control effect
#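 TSHR-expressing cells, 200/well, pre-treated with compound, then stimulated with EC80 TSH (4nM final) for 2 hours at 37 deg C. cAMP measured by competitive HTRF: anti-cAMP cryptate antibody in lysis buffer plus cAMP-d2, read after 30 minutes at room temperature.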
# TRPV1 agonist: agonists of human vanilloid receptor 1 (TRPV1); TRPV1-expressing cells, Fluo-8 calcium influx, agonist mode; activation, % at 8.33 µM; hit rate 0.19% among 320,000; AID 540275; in the data active means activation above about 80%; inconclusive means between about 30% and that limit; further: 0% is about no effect
#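 Fluo-8 calcium influx in TRPV1-expressing cells, kinetic read (ex 480/em 520 nm). Compound added and read 3 min for agonist activity, followed by capsaicin at EC20 final and 2 min further read for enhancement.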
# hERG WT inh: blocks the wildtype human KCNH2 potassium channel; hit rate 0.37% among 340,000; activity change, % at 1.84 µM; U2OS, BacMam KCNH2, thallium flux FluxOr; hits give low values; Q12809;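 active means maximum activity change below -70%; inconclusive means maximum activity change between -70% and -50%; inactive means maximum activity change above -50%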; further: on the % scale 0 is the no-effect control and ±100 the full control effect
#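 U2OS cells were transduced with wild-type KCNH2 virus (2.03 x 10^8 / mL) for 4 h at room temperature, then cultured overnight at 37 C. Thallium flux was read with FluxOr dye. Rate constants were normalized to DMSO controls.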
# KCNH2 3.1 inh: inhibitors of human KCNH2 3.1 potassium channel isoform; U2OS KCNH2 3.1, thallium flux FluxOr; hits give low values; activity change, % (tested at about 1.8 µM); hit rate 0.95% among 340,000; AID 720553;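 active means maximum activity change below -70%; inconclusive means maximum activity change from -70% to -50%; inactive means maximum activity change above -50%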;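 further: thallium influx rate constant from kinetic fluorescence after stimulation buffer; on the % scale 0 is the no-effect control and ±100 the full control effect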
#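 Normalized rate constant (relative to positive and negative DMSO controls) derived from a 2 min kinetic fluorescence read after stimulation; U2OS cells expressing the 3.1 isoform via virus at 1.77 x 10^8 /mL.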
# The depositor's hits bear a star; ? = inconclusive; . = not tested or not shown; [ ] = dose if it differs, or a comment. Unless noted, the call rests on the fitted dose curve; in most records, active means well fitted curve in the direction sought with a large enough effect; inconclusive means small, poorly fitted or top-dose-only effect, or another doubt; inactive means no such curve, though single readings can be large; an effect the other way counts as inactive or inconclusive. Some of the compounds tested. The share of hits here may be higher or lower than overall.
SMILES,ELG1 repair inh,Mito fusion yeast,Eya2 phos inh,TCR activator,USP2a block,AT treatment,TSHR antagonist,TRPV1 agonist,hERG WT inh,KCNH2 3.1 inh
C=CCn1cccc(C(=O)Nc2ccc(SC)cc2)c1=O,?,?,-1.2%,5.1%,-5.2%,20.0%,-8.1,?,25.7,5.4
C#CCC(NC(=O)c1ccc(C#N)cc1)C(=O)NCCC (stereo not drawn),18.4%,-8.8%,7.6%,7.0%,1.9%,7.6%,15.4,2.3,-12.1,36.6
CCOC(=O)C1=C(O)C(=O)N(c2ccc(S(N)(=O)=O)cc2)C1c1ccc([N+](=O)[O-])cc1 (stereo not drawn),-8.6%,-2.8%,-25.8%,-4.6%,2.3%,5.3%,-3.0,6.0,-7.9,30.7
CC1Sc2ccc(S(=O)(=O)CCC(=O)NC(C)c3ccccc3)cc2NC1=O (stereo not drawn),-4.2%,-0.2%,14.4%,3.5%,0.9%,9.4%,-0.4,-1.5,-0.1,5.9
COc1ccc(S(=O)(=O)N2CCC(N3CCN(c4ccccc4)CC3)CC2)cc1,14.9%,-1.2%,7.7%,.,2.2%,-6.9%,23.2,1.3,.,.
O=c1oc(-c2ccc(O)c(O)c2)cc2cccc(O)c12,?,.,-1.0%,-7.3%,0.6%,-2.0%,-28.6,.,3.2,2.7
CC1CCN(CCCNC(=O)C2CCCN(c3ncnc4c3nc3n4CCCCC3)C2)CC1 (stereo not drawn),21.5%,-0.8%,-0.8%,5.6%,0.6%,-3.5%,10.8,2.0,-7.5,6.8
COc1ccc(-c2nnc(OC)c3ccccc23)cc1,-4.9%,0.5%,-10.3%,-1.3%,-0.8%,-1.4%,2.7,1.5,15.7,4.3
Cn1cccc1/C=N/NC(=O)CNc1cccc2ccccc12,13µM*,-5.8%,4.5%,-1.2%,0.8%,-8.1%,-4.2,16.0,-2.3,-13.6
CCn1cc(C(=O)N2CCCC2)c(=O)c2cc(S(=O)(=O)N(C)C)ccc21,9.3%,-0.3%,-5.1%,-5.9%,2.2%,0.0%,-3.8,1.2,5.5,1.3
CC(/C=N/n1c(-c2ccco2)n[nH]c1=S)=C\c1ccccc1,-0.1%,?,-10.3%,6.7%[46.1 µM],0.6%,-0.8%,-13.3,13.9,-24.9,-6.8
CC(C)(S)[C@@H](N)C(=O)O,3.5%,-3.5%,-8.8%,-1.2%,1.6%,0.7%,-36.7,-2.5,-2.6,3.3
CCCNC(=O)CCC(NS(=O)(=O)c1ccc(C)cc1)C(=O)NCCC (stereo not drawn),23.4%,1.6%,-18.2%,-2.1%,-1.9%,3.7%,2.8,0.3,-8.8,16.8
CCC(=O)Nc1ccc(-c2nnc(-c3ccccc3)o2)cc1,?,1.7%,4.1%,-0.5%,-2.4%,-1.8%,-11.6,1.1,-6.7,7.0
Cc1cccc(N2CCN(C(=O)c3cccc(N4C(=O)C5CC=CC(C)C5C4=O)c3)CC2)c1C (stereo not drawn),23.1µM*,-2.1%,0.2%,.,-0.5%,-1.9%,-0.3,16.0,-8.9,2.5
COc1ccc(C(C(N)=O)c2ncc(C(F)(F)F)cc2Cl)cc1OC (stereo not drawn),17.8%,-2.6%,0.3%,11.7%,0.8%,3.6%,12.2,2.4,-14.8,0.3
COC(=O)C1=C(CS(=O)(=O)c2ccc(Cl)cc2)NC(=O)NC1c1ccc(O)cc1 (stereo not drawn),11.3%,-4.7%,-2.1%,2.1%,0.6%,1.0%,18.4,3.5,-0.4,-3.1
COc1cccc(C2(O)CCN(C(=O)C3CC3)CC2)c1,0.9%,2.5%,-4.3%,2.8%,1.1%,-8.6%,4.8,-1.6,-6.5,-3.9
COc1ccc(S(=O)(=O)N2C(=O)/C(=C3\SC(N)=NC3=O)c3ccccc32)cc1,-19.4%,-0.8%,?,-4.2%,0.1%,-1.6%,-5.8,-0.1,8.2,7.6
COCCSc1nnc(NC(=O)c2ccc(OC)c([N+](=O)[O-])c2)s1,24.1%,-0.3%,-13.7%,-16.6%,-5.5%,5.6%,8.3,4.2,.,13.6
COc1ccc(OC)c(S(=O)(=O)N2CCC(C(=O)Nc3cccc(C)c3)CC2)c1,20.6µM*,5.9%,-0.9%,0.9%,0.7%,-0.3%,1.9,7.9,-9.9,0.4
Cc1cc(C)nc(SC2CCCCC2NS(=O)(=O)c2ccc(Cl)cc2)n1 (stereo not drawn),-22.3%,14.0%,-8.8%,-0.1%[46.1 µM],2.7%,4.2%,-3.8,-2.6,1.5,-19.0
COc1ccccc1C(CNC(=O)C(C)Oc1ccc(Br)cc1)N1CCCC1 (stereo not drawn),9.3%,-0.7%,0.5%,-4.2%,-0.6%,-1.3%,2.1,6.8,-0.6,-11.8
COc1ccccc1C1CC(c2ccccc2)Nc2ncnn21 (stereo not drawn),-22.5%,-3.8%,18.3%,.,2.8%,-4.1%,-1.1,1.0,12.4,-9.0

# Four of the entries above in order of their number in TRPV1 agonist, falling:
SMILES | TRPV1 agonist
COCCSc1nnc(NC(=O)c2ccc(OC)c([N+](=O)[O-])c2)s1 | 4.2
CCCNC(=O)CCC(NS(=O)(=O)c1ccc(C)cc1)C(=O)NCCC (stereo not drawn) | 0.3
COc1ccc(S(=O)(=O)N2C(=O)/C(=C3\SC(N)=NC3=O)c3ccccc32)cc1 | -0.1
COc1cccc(C2(O)CCN(C(=O)C3CC3)CC2)c1 | -1.6

# Next section
SMILES,ELG1 repair inh,Mito fusion yeast,Eya2 phos inh,TCR activator,USP2a block,AT treatment,TSHR antagonist,TRPV1 agonist,hERG WT inh,KCNH2 3.1 inh
COc1cccc(CNC(=O)c2ccc(NC(=O)C3CCCO3)cc2)c1 (stereo not drawn),-0.5%,-3.2%,0.4%,5.3%,0.7%,-1.4%,-0.7,0.0,-2.7,-1.9
O=C(Cn1c(=O)cnc2ccccc21)Nc1cc(Cl)ccc1N1CCOCC1,-18.6%,.,-9.9%,6.7%,1.3%,9.8%,-5.4,.,-4.1,0.7
O=C(Nc1ccc(N2CCOCC2)c(F)c1)c1cccs1,?,-6.2%,3.1%,-2.6%,0.9%,7.6%,14.8,?,4.6,9.4
O=C(CNS(=O)(=O)c1cccc2nonc12)NCc1ccc(F)cc1,?,-6.0%,-3.6%,3.3%,0.2%,3.1%,9.8,11.2,4.1,1.1
CC(C)CN(CC(C)C)S(=O)(=O)N1CCC(C(=O)NCc2ccccn2)CC1,-2.9%,0.0%,-17.3%,-0.7%,-1.9%,-3.0%,-8.9,?,-24.4,-7.7
C/C(=N\NC(=O)C(N)=O)c1ccc(NC(=O)c2cccs2)cc1,?,-1.2%,6.0%,11.9%,-0.3%,2.6%,-8.9,2.4,-5.7,-3.3
Cc1csc(=O)n1CCC(=O)OCc1nnc(-c2ccc(Cl)cc2)o1,?,4.2%,-16.5%,6.2%,0.8%,0.7%,-8.7,2.3,-7.7,-4.4
COc1cccc(C(=O)c2c[nH]c(C(=O)NCCCN(C)C)c2)c1,?,-5.1%,-3.4%,0.5%,1.6%,-1.2%,5.0,-2.9,4.7,-15.8
CCNS(=O)(=O)c1ccc(NC(=O)c2ccccc2)cc1,?,0.6%,0.9%,-2.3%,1.1%,2.3%,22.0,18.6,-4.5,9.9
COc1ccc(N2CCN(C(=O)CNC(=O)Cn3cnc4sc(C)c(C)c4c3=O)CC2)cc1,-1.4%,-2.7%,1.5%,-2.1%,4.0%,1.1%,7.0,-2.2,-11.8,-6.5
CCC(C)NS(=O)(=O)c1ccc(S(=O)(=O)N(CC(=O)Nc2ccccc2)Cc2ccco2)cc1 (stereo not drawn),18.4µM*,-1.6%,-28.3%,1.2%,-5.3%,-3.0%,0.8,-0.9,-21.6,-1.4
COCCCNS(=O)(=O)c1ccc2c(c1)CCN2C(C)=O,.,4.1%,.,-3.4%,.,.,.,-3.6,-7.1,0.2
CCC(=O)Nc1nnc(SCc2cccc(F)c2)s1,1.1%,4.8%,-0.1%,-0.5%,0.9%,4.3%,2.5,2.5,-0.6,-4.0
Cc1ccsc1/C=N/NC(=O)c1sccc1C,?,-1.2%,-8.1%,4.7%,0.3%,-4.1%,-9.6,-0.8,-3.8,-10.0
O=C(c1cc2cc(F)ccc2[nH]1)N1CCCC(Nc2ccc(F)cc2)C1 (stereo not drawn),1.0%,-0.7%,3.6%,.,3.2%,5.1%,0.4,?,-2.9,-2.1
